Screens as filed in PubChem BioAssay.
FBW7 act: activators of human E3 ligase FBW7; AlphaScreen FBW7–phospho-cyclin E peptide binding, activator screen; normalized activity (activation), % at 26.1 µM; actives 0.13% (n = 650,000); AID 1259310; in the data active = normalized activity above about 1.9%;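 also: purified mutant Fbw7 with reduced substrate affinity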
MITF primary: inhibitors of human MITF; AlphaScreen MITF homodimerization, bead proximity signal; actives 0.91% (n = 650,000); inhibition, % at 2.6 µM; O75030; in the data active = inhibition above about 50%;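 also: 0% = vehicle wells with protein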
Target sequence (O75030 whole entry, looked up): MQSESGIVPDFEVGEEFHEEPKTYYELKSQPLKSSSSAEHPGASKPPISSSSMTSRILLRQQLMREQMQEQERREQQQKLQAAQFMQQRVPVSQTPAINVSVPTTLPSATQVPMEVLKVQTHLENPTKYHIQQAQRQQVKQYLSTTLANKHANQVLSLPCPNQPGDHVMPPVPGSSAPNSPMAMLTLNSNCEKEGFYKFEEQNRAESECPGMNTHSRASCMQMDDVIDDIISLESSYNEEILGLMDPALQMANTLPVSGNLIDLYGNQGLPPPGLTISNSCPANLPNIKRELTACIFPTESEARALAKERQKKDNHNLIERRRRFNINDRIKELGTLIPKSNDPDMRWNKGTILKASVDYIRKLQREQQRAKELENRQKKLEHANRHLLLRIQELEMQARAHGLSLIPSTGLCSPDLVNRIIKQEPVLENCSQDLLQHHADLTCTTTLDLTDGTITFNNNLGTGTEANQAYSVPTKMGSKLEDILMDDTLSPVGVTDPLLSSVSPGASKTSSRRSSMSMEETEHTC
GPR151 activ: activates the human receptor GPR151 | actives 1% (n = 650,000) | Q8TDV0 | PathHunter beta-arrestin GPR151 cells, luminescence | activation, % at 11.2 µM; in the data active = activation above about 4.9%;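 also: 0% = median of compound wells and 100% = cells with positive control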
Target sequence (Q8TDV0 whole entry, looked up): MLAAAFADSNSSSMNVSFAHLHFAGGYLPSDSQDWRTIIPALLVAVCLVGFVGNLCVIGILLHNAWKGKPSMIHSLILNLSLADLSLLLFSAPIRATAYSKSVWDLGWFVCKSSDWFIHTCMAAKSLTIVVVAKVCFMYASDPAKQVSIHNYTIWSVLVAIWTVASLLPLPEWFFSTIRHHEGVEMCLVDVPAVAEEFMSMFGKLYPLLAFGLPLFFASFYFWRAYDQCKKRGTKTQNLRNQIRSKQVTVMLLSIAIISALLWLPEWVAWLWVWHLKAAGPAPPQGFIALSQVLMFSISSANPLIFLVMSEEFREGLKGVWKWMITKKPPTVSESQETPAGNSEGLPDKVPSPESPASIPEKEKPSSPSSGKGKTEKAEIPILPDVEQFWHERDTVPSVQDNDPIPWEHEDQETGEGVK
TEAD-YAP block: TEAD-YAP interaction inhibition; HEK-TIYL cells, TEAD-Gal4/YAP UAS-luciferase luminescence; inhibition, % at 9.12 µM; actives 1.4% (n = 640,000); AID 1259422; in the data active = inhibition above about 32%;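 also: 0% = median of test compound wells and 100% = reference inhibitor wells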
Numbers without * were called inactive; & = joins results of further samples.

Preview, three compounds:
| mol | FBW7 act | MITF primary | GPR151 activ | TEAD-YAP block |
| --- | --- | --- | --- | --- |
| CCN1c2ncccc2C(=O)NC12CCN(C(=O)c1ccccn1)CC2 | 0.0 | 4.3 | -0.6 | 2.7 |
| Cn1c(=O)n(CC(=O)NCc2cccnc2)c(=O)c2ccccc21 | -0.1 | 4.8 | 0.7 | -2.7 |
| COc1ccc(-c2nnc(Oc3cccc(NC(C)=O)c3)c3ccccc23)cc1 | 0.2 | 1.0 | 1.1 | -4.5 |

The whole of this part (from the top)
| mol | FBW7 act | MITF primary | GPR151 activ | TEAD-YAP block |
| --- | --- | --- | --- | --- |
| CCN1c2ncccc2C(=O)NC12CCN(C(=O)c1ccccn1)CC2 | 0.0 | 4.3 | -0.6 | 2.7 |
| Cn1c(=O)n(CC(=O)NCc2cccnc2)c(=O)c2ccccc21 | -0.1 | 4.8 | 0.7 | -2.7 |
| COc1ccc(-c2nnc(Oc3cccc(NC(C)=O)c3)c3ccccc23)cc1 | 0.2 | 1.0 | 1.1 | -4.5 |
| C=CCNC(=O)c1cnn2c(C)c(Cc3ccc(C)cc3)c(C)nc12 | 0.2 | 6.5 | 2.2 | 12.2 |
| COC(=O)c1ccc2c(c1)N(Cc1cc(OC)cc(OC)c1)C(=O)C(C)O2 (stereo not given) | 0.2 | -16.0 | -0.6 | -0.8 |
| COCCNC(=O)CSc1nc2cc(OC)c(OC)cc2c(=O)n1Cc1ccco1 | -0.1 | -5.6 | -1.3 | 5.8 |
| CCn1c(CN2CC(C)OC(C)C2)nc2c1c(=O)n(C)c(=O)n2C (stereo not given) | -0.3 | -7.8 | 0.1 | 0.9 |
| COc1ccc(C2SCC(=O)N2CCOc2ccccc2Cl)cc1OC (stereo not given) | 0.0 | -1.1 | 1.0 | -10.0 |
| O=C(CN1C(=O)C2C3CCC(C3)C2C1=O)Nc1cccc(C(=O)O)c1 (stereo not given) | -0.1 | 5.0 | 0.7 | -5.4 |
| COc1ccc(C2CC(c3cccs3)=NN2S(=O)(=O)c2ccc(C)cc2)cc1 (stereo not given) | 1.1 | 12.1 | 1.9 | -17.1 |
| OC1(C2(O)CC(c3ccco3)NO2)CCCCC1 (stereo not given) | 0.1 | -9.9 | 1.1 | 6.9 |
| O=[N+]([O-])c1cccc(S(=O)(=O)Nc2ccc(Br)cn2)c1 | 0.0 | 10.3 | -1.6 | 6.3 |
| O=C1NC(=O)C(Cc2cc3ccccc3o2)S1 (stereo not given) | 0.0 | -2.6 | -1.0 | -8.9 |
| O=C(Nc1ccc(-c2ccc(NC(=O)c3ccc(F)cc3)c(C(=O)O)c2)cc1C(=O)O)c1ccc(F)cc1 | -0.1 | 8.7 | 0.3 | 4.4 |
| C=CCNC(=O)CCC(=O)OC(C)C | -0.1 | 16.1 | 0.3 | -9.9 |
| O=C(O)CN1C(=O)c2ccccc2S1(=O)=O | 0.0 | -2.6 | 1.2 | -7.0 |
| Cc1ccc(-n2cc(-c3ccccc3)c3c(NCCCO)ncnc32)cc1Cl | 0.0 | -0.4 | 0.6 | -9.0 |
| CC(CNC(=O)C1CCN(c2nnc(N3CCCC3=O)s2)CC1)c1ccccc1 (stereo not given) | -0.2 | -5.4 | 0.5 | 9.9 |
| Cc1cccn2c(=O)c(C=NCc3ccco3)c(N3CCCCC3)nc12 | -0.1 | -5.2 | 1.7 | -6.0 |
| Cc1ccc(Nc2ncc(C(=O)Nc3ccccc3C)c(C)n2)cc1 | -0.2 | 3.9 | 0.8 | 8.1 |
| C/C(=N\NC(=O)c1cccc(Cl)c1)c1ccc([N+](=O)[O-])cc1 | -0.1 | 0.9 | -1.0 | -41.9 |
| Cc1ccc(/C=N/NC(=O)COc2ccc([N+](=O)[O-])cc2Br)cc1 | 0.0 | -0.7 | -1.0 | -6.1 |
| CCOC(=O)C(CC)Oc1ccc2c(C(F)(F)F)cc(=O)oc2c1 (stereo not given) | 0.5 | -2.9 | 0.5 | 4.2 |
| COc1cc(-c2csc(N)n2)ccc1O | -0.1 | 19.3 | -0.2 | -0.1 |
| Cc1noc(C)c1-c1cccc(C(N)=O)n1 | -0.1 | -8.9 | -0.5 | 12.3 |
| CCc1ccc(-n2c(C)cc(C=O)c2C)cc1 | -0.2 | -25.1 | 1.2 | -0.3 |
| O=S(=O)(NC12CC3CC(CC(C3)C1)C2)c1ccc(Cl)cc1 | 0.0 | -9.8 | -0.3 | -5.5 |
| O=C(c1sc2ccccc2c1Cl)N1CCN(c2ccc([N+](=O)[O-])cc2)CC1 | 0.0 | 6.3 | -1.1 | -6.2 |
| CCn1c2ccccc2c2nnc(NCc3ccc(F)cc3)nc21 | 0.8 | 19.7 | -1.0 | -0.5 |
| CC(C)c1onc(C(=O)N(C)Cc2ccccc2)c1[N+](=O)[O-] | 0.0 | 7.7 | -1.1 | 1.1 |

Complete entries as entered above. Screens in order: FBW7 act, MITF primary, GPR151 activ, TEAD-YAP block
`O=C(CN1C(=O)C2C3CCC(C3)C2C1=O)Nc1cccc(C(=O)O)c1` (stereo not given) in the list: -0.1, 5.0, 0.7, -5.4
`COc1cc(-c2csc(N)n2)ccc1O` in the list: -0.1, 19.3, -0.2, -0.1
`CCOC(=O)C(CC)Oc1ccc2c(C(F)(F)F)cc(=O)oc2c1` (stereo not given) in the list: 0.5, -2.9, 0.5, 4.2

The list continues:
| mol | FBW7 act | MITF primary | GPR151 activ | TEAD-YAP block |
| --- | --- | --- | --- | --- |
| CC(C)(C)c1ccc(C(=O)CCCn2nnc(-c3cccnc3)n2)cc1 | -0.1 | -13.8 | -0.6 | -2.3 |
| O=C(NCC1Cc2cc(Cl)cc(-c3cnccn3)c2O1)c1ccc(-c2ccco2)cc1 (stereo not given) | -0.1 | -0.3 | 0.4 | -0.4 |
| COc1ccc(S(=O)(=O)Nc2ccc3c(c2)OCCO3)cc1Br | -0.2 | -2.7 | 0.3 | 0.0 |
| CCN(CC)S(=O)(=O)c1ccc2c3c(cccc13)C(=O)N2C(=O)C(C)C | 1.1 | 24.1 | -1.6 | -4.0 |
| Cc1nn(C(=O)c2cccs2)c(C)c1CN1C(=O)c2ccccc2C1=O | 0.0 | -8.2 | 0.4 | 0.1 |
| O=C(Nc1cccc(-c2nc3ccccc3s2)c1)c1ccccc1 | 0.2 | 12.5 | 1.7 | 2.6 |
| Cc1ccccc1-n1c(=S)sc2c(=O)n(-c3ccccc3)c(SCc3nc4ccccc4[nH]3)nc21 | -0.1 | -11.3 | 3.0 | 7.0 |
| O=C(Nc1nc2ccccc2s1)c1ccc2c(c1)S(=O)(=O)c1ccccc1C2=O | 0.0 | -10.3 | -0.6 | 0.4 |
| CS(=O)(=O)Nc1ccc(C(=O)NCCSc2ccc(Cl)cc2)cc1 | -0.1 | 5.3 | -1.0 | -4.5 |
| COc1cc(C(=O)OCC(=O)/C=C2/N(C)c3ccccc3C2(C)C)c([N+](=O)[O-])cc1OC | 0.4 | 20.3 | 1.0 | 6.1 |
| CCCC(CCC)C(=O)Nc1ccc2c(c1)N(C(=O)CN1CCN(C)CC1)c1ccccc1CC2 | 0.0 | -7.5 | 0.2 | -0.1 |
| CN(C)c1cccc(NC(=O)c2ccc(C(C)(C)C)cc2)c1 | -0.2 | -4.2 | 0.5 | -91.3 |
| Cc1ccc(S(=O)(=O)N(C)CC(=O)NC2CC2)cc1 | -0.1 | -1.3 | -0.8 | -2.4 |
| COc1cc(C(=O)COC(=O)c2ccncc2)cc(OC)c1OC | -0.1 | -7.0 | 1.3 | 3.8 |
| O=C(Nc1c(C(=O)N2CCCCCC2)cnn1-c1ccccc1)c1ccco1 | 0.3 | 17.6 | 3.2 | 11.2 |
| COCCNC(=O)c1cc2n(n1)C(C(F)(F)F)CC(c1ccc(Cl)c(Cl)c1)N2 (stereo not given) | 0.0 | -3.7 | 1.3 | 5.5 |
| COc1cc(/C=N/NC(=O)CCN2CCN(C)CC2)cc(OC)c1O | -0.1 | 51.4* | -0.2 | -1.1 |
| O=C(/C=C/c1ccccc1[N+](=O)[O-])NCc1ccco1 | 0.8 | 4.7 | 1.7 | -15.1 |
| CC(=O)c1cc(C#N)c(SCC(=O)O)nc1C | 0.0 | 7.5 | 1.2 | -7.0 |
| CCc1ccc(OCC(=O)O/N=C(\N)Cc2ccc([N+](=O)[O-])cc2)cc1 | -0.1 | -10.2 | -0.4 | -3.8 |
| CCOc1ccccc1NS(=O)(=O)c1ccc2c(c1)OCCCO2 | 0.0 | 57.0* | 2.3 | -0.1 |
| FC(F)(F)c1cccc(CNc2nc(N3CCC(N4CCOCC4)CC3)nc3nc[nH]c23)c1 | 0.6 | 13.9 | -0.7 | 5.6 |
| O=C(CC(NS(=O)(=O)c1ccc(Br)cc1)c1ccco1)NCCN1CCOCC1 (stereo not given) | -0.2 | -11.4 | -1.6 | -1.2 |
| O=C(Nc1nc(-c2ccc(Br)cc2)cs1)c1cc(Cl)ccc1[N+](=O)[O-] | -0.1 | 1.2 | 1.2 | 5.6 |
| Cc1cc(NCc2nc3ccccc3[nH]2)n2ncnc2n1 | -0.1 | -3.6 | -0.6 | -4.7 |
| COc1ccc(Cc2nc(SCc3ccc([N+](=O)[O-])cc3)n[nH]2)cc1 | 0.1 | 3.9 | 0.8 | 0.7 |
| O=C(CSc1nc2sc3c(c2c(=O)n1-c1ccccc1)CCC3)c1cccs1 | 0.3 | -6.0 | 0.4 | 5.8 |
| Cc1cc(C2C(C#N)=C(N)SC(N)=C2C#N)c(C)s1 | 0.3 | 17.0 | 0.4 | -3.7 |
| Cc1ccccc1CN1C(=O)CSc2ccc(C(=O)NC3CCCC(C)C3C)cc21 (stereo not given) | 0.1 | 12.3 | -1.0 | 1.3 |
| CCN(CC)c1ccc(NC(=O)c2ccc([N+](=O)[O-])cc2)cc1 | -0.2 | 5.3 | 1.4 | -31.7 |
| CCNc1nc(SCC(=O)OC)nc(N2CCOCC2)n1 | -0.2 | 13.1 | 0.1 | 3.0 |
| CC1CCN(C(=O)CC(C(=O)N2CCc3ccccc32)n2ccnc2)CC1 (stereo not given) | -0.4 | -0.5 | -0.3 | -3.9 |
| O=C(C1CCCN1S(=O)(=O)c1ccc(Cl)c(Cl)c1)N1CCCCC1 (stereo not given) | 0.1 | 12.0 | -0.1 | -0.7 |
| CC1(C)[C@H]2CC=C(CCNC3CCN(c4cccc(NC(=O)c5cccnc5)c4)CC3)[C@@H]1C2 | -0.2 | 10.3 | -1.2 | -7.9 |
| CCOC(=O)C1=C(C)NC2=C(C(=O)CCC2)C1c1ccc(N(C)C)c([N+](=O)[O-])c1 (stereo not given) | -0.1 | -7.2 | -0.3 | -11.4 |
| COc1ccccc1N(CCC#N)C(=O)COC(=O)c1ccc2c(c1)NC(=O)CS2 | -0.1 | 5.3 | 1.5 | -1.7 |
| CCOC(=O)C1=C(C)NC2=C(C(=O)C(C(=O)OC)C(C)C2)C1c1ccc(O)c(OC)c1 (stereo not given) | 0.0&0.1 | 7.3&6.4 | -1.3&0.7 | -12.4&10.4 |
| CCOc1ccc(C2C(C(N)=O)=C(C)Nc3nnnn32)cc1 (stereo not given) | 1.1 | 12.3 | -1.1 | 21.3 |
| O=C(COc1ccc(Cl)cc1)Nc1nc(-c2ccc(I)cc2)cs1 | -0.2 | -9.2 | 0.2 | -11.4 |
| Cc1cccc(Nc2nc(Cc3ccccc3)nc3sc4c(c23)CCCC4)c1 | -0.1 | 9.6 | -1.5 | -9.3 |
| COc1cc(Cl)cc(/C=C2\SC(N)=NC2=O)c1OC | 0.1 | 10.7 | 0.1 | -9.5 |
| C=CCn1c(CN(C)Cc2cn[nH]c2-c2ccccc2)nnc1SCC1CCCO1 (stereo not given) | -0.1 | -0.2 | 0.4 | -14.3 |
| COc1ccccc1-c1nn2c(-c3ccncc3)nnc2s1 | -0.1 | 21.8 | -0.5 | 4.6 |
| CN(CCNC(=O)c1cccc2c1SCCC2=O)C1CCCCC1 | 0.2 | 7.7 | -1.5 | 2.7 |
| COc1cc2c(cc1/C=C/[N+](=O)[O-])OC(C)C2 (stereo not given) | 0.0 | -4.6 | 1.3 | 12.8 |
| Cc1cc(O)c(C(c2ccc(Cl)cc2Cl)c2c(O)cc(C)n(C)c2=O)c(=O)n1C | 0.0 | -18.6 | -1.8 | 5.0 |
| CCn1c(C(=O)NCc2cccnc2)cc2sccc21 | 0.0 | 15.2 | -0.1 | -8.8 |
| C/C(=N\NC(=O)c1ccccc1Br)c1ccc(C)o1 | 0.3 | 17.5 | 0.7 | -22.7 |
| O=C(Nc1ccc(Br)c2cccnc12)C(C(F)(F)F)C(F)(F)F | -0.1 | -0.3 | 4.2 | -0.3 |
| COc1cc(OC)cc(C(=O)N[C@H](C(=O)OCC(=O)NC(=O)NC(C)(C)C)C(C)C)c1 | 0.7 | 4.7 | -1.4 | 8.8 |
| COC(=O)c1nc(-[n+]2noc(=O)[nH]2)n[nH]1 | -0.2 | 2.8 | -1.2 | -1.5 |
| CC(C)(C)NC(=O)Cn1c(SCC(=O)Nc2ccccc2)nc2ccccc21 | 0.0 | 11.9 | -0.6 | -8.8 |
| OCCCNc1ncnc2scc(-c3ccc(Br)cc3)c12 | 0.8 | 7.9 | 1.0 | 22.1 |
| Cn1c(N)c(C(=O)c2cc(-c3ccccc3)nc3ccccc23)c(=O)n(C)c1=O | -0.1 | 3.0 | -0.4 | -8.1 |
| CC(=O)NS(=O)(=O)c1ccc(NC(=S)NC(=O)c2ccccc2Cl)cc1 | 0.6 | 2.4 | -2.6 | 8.2 |
| COCCNc1ncnc2c1nnn2Cc1ccccc1Cl | 0.0 | 3.1 | 0.0 | -12.2 |
| CCN(CC)CCCNS(=O)(=O)c1ccccc1[N+](=O)[O-] | -0.3 | -13.2 | 0.8 | -3.2 |
| Cc1cccc(CN2CCN(C(=O)c3ccccc3F)CC2)c1 | -0.1 | 42.8 | 2.3 | 6.8 |
